High-throughput results as filed in PubChem BioAssay.
VCAM1 TNFa inh = reduces TNF alpha induced VCAM1 expression in HUVEC; HUVEC TNFa-induced VCAM-1 immunofluorescence, high-content imaging; inhibition, % at 2 µM; 95,000 tested, 0.48% active; AID 802;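 active means inhibition above the batch mean plus 3 SD, with images confirmed as a hit by eye, cut at about 37% in these data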;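 further: 0% = TNF-stimulated DMSO wells and 100% = unstimulated control wells; not every result past the cut was called active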
HUVEC prolif 384 = blocks proliferation of human endothelial cells. 86,000 tested, 1.1% active. HUVEC proliferation, CellTiter-Glo luminescence, 72 h; hits give low values. viability, % at 10 µM (by protocol). AID 648;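 active means viability at or below 30%; inactive means viability above 30%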;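 further: 100% = median luminescence of DMSO-only cell control wells on each plate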
Smad3 FoxH1 inh = inhibitors of human Smad3 transcription factor binding | P84022 | TR-FRET Smad3/Dy647-FoxH1 peptide binding, europium anti-His | inhibition, % at 25 µM | 88,000 tested, 0.29% active;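 active means compounds that reduce the energy-transfer binding signal between the protein and its labelled peptide by more than half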;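 further: 0% = Smad3 plus labelled peptide maximal FRET and 100% = peptide-only background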
PTK2B oligo ant = Pyk2 (human) oligomerization antagonism | 99,000 tested, 0.83% active | z-score (the deposit names both 25 µM and 10 µM) | Q14289 | Q293 cells, Pyk2 FERM NanoBiT luminescence; hits give low values;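 active means Z-score of -3 or lower, scaled per plate to the spread of control and sample wells; inactive means z-score above -3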;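 further: negative z-score means lost luminescence so less FERM oligomerization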
Target sequence (Q14289 whole entry, looked up): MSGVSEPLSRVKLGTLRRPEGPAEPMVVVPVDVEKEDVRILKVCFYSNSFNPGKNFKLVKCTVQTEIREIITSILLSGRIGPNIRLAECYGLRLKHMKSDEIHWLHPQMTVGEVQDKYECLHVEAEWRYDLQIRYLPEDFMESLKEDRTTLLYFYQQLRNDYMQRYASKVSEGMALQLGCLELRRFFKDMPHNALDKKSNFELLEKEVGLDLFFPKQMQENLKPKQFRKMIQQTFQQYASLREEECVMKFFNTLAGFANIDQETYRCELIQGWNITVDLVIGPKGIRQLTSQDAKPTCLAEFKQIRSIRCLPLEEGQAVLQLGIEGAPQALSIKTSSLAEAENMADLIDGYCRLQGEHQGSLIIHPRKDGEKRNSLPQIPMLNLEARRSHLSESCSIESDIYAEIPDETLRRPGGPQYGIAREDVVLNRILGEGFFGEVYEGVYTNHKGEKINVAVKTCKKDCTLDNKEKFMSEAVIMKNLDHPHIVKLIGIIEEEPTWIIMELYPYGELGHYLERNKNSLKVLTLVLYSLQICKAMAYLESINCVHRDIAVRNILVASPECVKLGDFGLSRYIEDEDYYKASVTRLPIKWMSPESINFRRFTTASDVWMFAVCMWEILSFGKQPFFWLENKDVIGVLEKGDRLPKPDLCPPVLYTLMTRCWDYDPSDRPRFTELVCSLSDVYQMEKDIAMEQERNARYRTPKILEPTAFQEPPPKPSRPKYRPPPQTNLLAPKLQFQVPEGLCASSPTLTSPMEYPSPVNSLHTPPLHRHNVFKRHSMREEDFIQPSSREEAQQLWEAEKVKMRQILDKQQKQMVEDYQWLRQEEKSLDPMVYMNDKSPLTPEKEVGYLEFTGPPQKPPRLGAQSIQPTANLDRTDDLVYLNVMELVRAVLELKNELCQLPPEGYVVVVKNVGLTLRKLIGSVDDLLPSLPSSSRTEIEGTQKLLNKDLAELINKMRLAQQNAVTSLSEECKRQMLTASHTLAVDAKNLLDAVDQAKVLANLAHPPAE
Lung fibro prol = blocks proliferation of human lung fibroblasts; LL 47 human lung fibroblast viability, ATP luminescence; hits give low values; viability, % at 10 µM; 85,000 tested, 1.1% active;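 active means viability at or below 50% in the single dose screen; inactive means viability above 50%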;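 further: compound exposure lasted 72 h before the ATP readout; 100% = median luminescence of untreated cell-only wells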
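Test system: LL 47 human lung fibroblasts / Incubation: 72 h compound exposure at 37 °C after overnight plating / Technique: luminescent ATP detection, CellTiter-Glo / Compound dosing: 0.1% DMSO in all compound wells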
H69AR inhibit = growth inhibitors of human H69AR lung tumor cells | H69AR lung tumor viability, ATP luminescence, 72 h; hits give low values | viability, % at 10 µM | 85,000 tested, 6% active | AID 598;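 active means viability at or below 40%; inactive means viability above 40%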;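 further: multidrug resistant small cell line overexpressing MRP-1 efflux transporter; 100% = mean luminescence of untreated control wells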
F-actin modifier = modifiers of cytoskeleton assembly; HUVEC TNFa F-actin phalloidin imaging, high content; inhibition, % at 2 µM; 91,000 tested, 0.18% active; AID 836;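 active means inhibition above the batch mean plus 3 SD and confirmed as a hit by visual image inspection, cut at about 30% in these data, passing the limit was not always enough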; further: strong numbers were not always called active
IL1B cytotox = toxic to HUVEC cells under IL-1B stimulation; HUVEC cell count loss, Hoechst imaging, IL-1B stimulated; cell count reduction, % at 2 µM; 94,000 tested, 0.41% active;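 active means cell count reduction more than 3 SD above the screen-wide mean, cut at about 70% in these data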;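 further: normalized per plate to untreated control cells as the no-loss baseline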
TNFa cytotox = toxic to HUVEC cells under TNF alpha stimulation | HUVEC TNFalpha-stimulated, Hoechst cell count, imaging | cell count reduction, % at 2 µM | 93,000 tested, 0.17% active | AID 848;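 active means cell count reduction exceeding the screen mean by over 5 SD, scaled to untreated wells per plate, cut at about 78% in these data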;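 further: cells counted after 24 h of TNF alpha exposure following the 1 h pretreatment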
The depositor's hits bear a star; nt = not tested or not shown; [ ] = dose if it differs, or a comment.

SMILES	VCAM1 TNFa inh	HUVEC prolif 384	Smad3 FoxH1 inh	PTK2B oligo ant	Lung fibro prol	H69AR inhibit	F-actin modifier	IL1B cytotox	TNFa cytotox
COc1cccc(CNc2nc3nc(C)c(Cl)c(C)n3n2)c1	-22	96	3	-0.2	101	80	-4	6	7
Nc1c(S(=O)(=O)c2ccccc2)c2nc3ccccc3nc2n1/N=C/c1ccco1	-51	71	-14	-0.9	85	87	5	-33	-68
Cc1ccc(-n2c(=O)c(C#N)cc3c(=O)n4ccccc4nc32)cc1	nt	97	3	nt	98	91	nt	nt	nt
Oc1ccc(-c2onc(C(F)(F)F)c2-c2cscn2)c(O)c1	14	100	-8	-0.79	106	96	-10	3	-7
O=C1c2ccccc2C(=O)N1c1ncccn1	nt	99	12	-0.64	102	96	nt	nt	nt
CCc1ccc(NS(=O)(=O)c2cccs2)cc1	18	89	9	-0.3	99	100	-16	-37	-6
CCCN=C(Nc1ccc(Cl)cc1)c1cccnc1	1	nt	nt	2.3	nt	nt	43	-10	-6
Cc1cc(=O)[nH]c(SCC(=O)C23CC4CC(CC(C4)C2)C3)c1C#N	5	77	2	-2.2	101	18*	-30	11	31
O=C(NCc1cccnc1)c1cnc2n(c1=O)CCS2	7	92	14	1.9	102	94	-1	-14	-8
CCOC(=O)c1c(C)[nH]c(C(=O)CSc2ccccc2)c1C	nt	104	-13	-0.58	110	96	nt	nt	nt
Cn1cnnc1SCC(=O)Nc1sc2c(c1C#N)CCCCC2	-12	113	3	0.49	98	87	-15	0	0
CCOc1ccc(NC(=O)c2cccc(OC(=S)N3CCC(C)CC3)c2)cc1	27	nt	nt	0.1	nt	nt	5	-11	-11
CC(NC(=O)CN1CCN(c2ncccn2)CC1)c1ccc(F)cc1 (stereo not drawn)	9	98	2	-0.35	103	101	4	-8	10
CCCn1c(SCC(=O)c2ccc(CC)cc2)n[nH]c1=O	14	102	-5	1.1	104	91	35	-9	33
Oc1cc(Cc2ccccc2)cnc1CN1CCOCC1	2	104	-11	0.36	101	102	48	-14	-56
O=C(c1cnc2n(c1=O)CCS2)N1CCc2ccccc21	nt	109	-12	nt	95	104	nt	nt	nt
O=C(Nc1ccc(OC(F)(F)F)cc1)C1CCCN(S(=O)(=O)c2cccnc2)C1 (stereo not drawn)	-8	nt	nt	-1.4	nt	nt	35	-4	-14
O=C(NCC1COCCO1)C1CCN(S(=O)(=O)c2ccccc2)CC1 (stereo not drawn)	2	96	-1	1.2	100	97	-10	94*	5
CCOC(=O)c1ccc(NC(=O)NS(=O)(=O)c2ccc(C)cc2)cc1	2	69	1	0	99	92	12	-1	-4
Cc1nc2cc(NC(=O)NCc3ccc4c(c3)OCO4)ccc2o1	13	81	-7	0.36	107	97	15	-17	-9
Cc1cc2c(cc(C(=O)NCc3cccnc3)n2Cc2ccc(Cl)cc2)o1	nt	79	-8	0.56	95	92	nt	nt	nt
CCOCCCNC(=O)CN(Cc1ccc(Cl)cc1)S(C)(=O)=O	3	107	-5	1.5	100	104	-4	-37	17
CCOC(=O)C(/C=N/c1cc(C)nn1-c1ccccc1)=C(\C)O	-2	94	8	1.9	93	95	3	-45	-23
CCOC(=O)Cn1cc(C(=O)C2CC2)c2ccccc21	-3	76	-3	0.79	91	nt	nt	-86	-21
CNc1nc2c(c(=O)[nH]c(=O)n2C)n1CCOC	-19	97	-11	nt	100	92	nt	-62	-8
Later entries.
SMILES	VCAM1 TNFa inh	HUVEC prolif 384	Smad3 FoxH1 inh	PTK2B oligo ant	Lung fibro prol	H69AR inhibit	F-actin modifier	IL1B cytotox	TNFa cytotox
CC(C)c1nc2sc3c(SCC(=O)NCc4ccco4)ncnc3c2c2c1CCC2	nt	55	-9	0.32	94	40	nt	nt	nt
Nc1c(C(=O)NCc2cccnc2)sc(=S)n1-c1ccccc1	nt	107	1	1.4	104	97	nt	nt	nt
O=C(C1CCCO1)N1CCN(c2ccc(F)cc2)CC1 (stereo not drawn)	8	93	0	0.16	98	98	2	-158	-6
COc1ccc(Cl)cc1NC(=O)Nc1cccc([N+](=O)[O-])c1C	-18	nt	nt	-1.2	nt	nt	-9	16	-14
CCN1CCCC1CNC(=O)c1cc(OC)c(OC)c(OC)c1 (stereo not drawn)	6	94	8	0.59	101	97	-8	-8	1
Cc1cccc(-n2c(O)c(C=Nc3ccccc3N)c(=O)[nH]c2=O)c1	14	104	12	0.66	95	10*	9	-54	-26
COc1cccc(-c2nn(-c3ccccc3)cc2C(=O)NCC(=O)O)c1	1	98	11[fluorescence artefact?]	0.06	nt	101	2	1	-5
CCNC(=S)NNC(=O)Nc1ccccc1	11	103	7	-0.66	99	96	2	19	-8
CCOC(=O)c1c(C)[nH]c(C(=O)Cn2c(=O)oc3ccccc32)c1C	-28	95	46[fluorescence artefact?]	0.71	101	85	16	-3	nt
Cc1cc(C)nc(-n2nc(C)cc2NC(=O)c2cccc(S(=O)(=O)N3CCOCC3)c2)n1	-6	nt	nt	-0.55	nt	nt	-25	-11	-7
Cc1ccc2c(c1)N(CCC(=O)NCCCOC(C)C)C(=O)C(C)O2 (stereo not drawn)	0	98	1	-1.1	102	84	-2	4	-38
COc1ccc(-c2ccc(-c3nnc(Cc4ccc(OC)c(OC)c4)o3)cc2)cc1	2	114	11	0.31	110	81	42	-7	-16
Cc1cc(NCCN2CCOCC2)n2ncc(-c3ccc(Cl)cc3)c2n1	0	nt	nt	nt	nt	nt	2	-29	31
CS(=O)(=O)N1CCC(C(=O)Nc2cc(C(F)(F)F)ccc2Cl)CC1	-3	101	18	0.67	98	89	-6	-12	-18
COc1ccc(OCC(=O)Nc2cc(-c3nn4c(C)nnc4s3)ccc2C)cc1	14	93	-213[fluorescence artefact?]	nt	95	85	2	-17	-30
CN1c2ccccc2-c2nc3ccccc3n2C1c1ccncc1 (stereo not drawn)	-20	92	-6	-0.8	104	76	-9	-36	19
COc1ccc2c(c1)c(CC(=O)O)c(C)n2C(=O)c1ccc(Cl)cc1	nt	94	7	nt	94	78	nt	nt	nt
COc1cc(C)nc(NS(=O)(=O)c2ccc(C)cc2)n1	9	nt	nt	-0.32	nt	nt	25	-5	1
CN(Cc1ccccc1)S(=O)(=O)c1cccs1	-12	108	3	0.03	108	95	-1	-4	-9
CN(Cc1ccc(OC(F)F)cc1)C(=O)c1ccc2nccnc2c1	9	100	1	0.39	106	92	17	-24	-25
COc1cc2c3c(c1OC)C1(C=CC(=O)C=C1)CC3N(C(=O)c1ccccc1)CC2 (stereo not drawn)	2	nt	nt	0.83	nt	nt	2	16	-26
Cc1cccc(NC(=O)CCc2ccc(S(=O)(=O)NC3CCCCC3)cc2)c1	23	nt	nt	1.1	nt	nt	-36	1	-5
Cc1cc(Cl)cc(Br)c1OCCNCC(C)O (stereo not drawn)	-5	97	12	2.2	105	90	4	-42	-33
COc1ccc(OC)c(N=C2C(=O)Nc3ccccc32)c1	-2	95	5	-0.85	91	68	nt	5	-17
CCOc1ccc(NC(=O)C2CCN(S(=O)(=O)c3cccnc3)CC2)cc1	-20	102	13[fluorescence artefact?]	0.95	97	76	nt	-2	18

An excerpt from above in order of the VCAM1 TNFa inh value, low to high.
structure | VCAM1 TNFa inh | Smad3 FoxH1 inh | PTK2B oligo ant | F-actin modifier
CCOc1ccc(NC(=O)C2CCN(S(=O)(=O)c3cccnc3)CC2)cc1 | -20 | 13[fluorescence artefact?] | 0.95 | nt
Cc1cc(C)nc(-n2nc(C)cc2NC(=O)c2cccc(S(=O)(=O)N3CCOCC3)c2)n1 | -6 | nt | -0.55 | -25
CCN1CCCC1CNC(=O)c1cc(OC)c(OC)c(OC)c1 (stereo not drawn) | 6 | 8 | 0.59 | -8

(continued)
SMILES	VCAM1 TNFa inh	HUVEC prolif 384	Smad3 FoxH1 inh	PTK2B oligo ant	Lung fibro prol	H69AR inhibit	F-actin modifier	IL1B cytotox	TNFa cytotox
O=C(CCCc1ccccc1)N1CCc2ccccc21	7	93	8	0.43	95	96	2	-69	-34
COc1ccc(CCNc2c(N)n(Cc3ccccc3)c(=O)[nH]c2=O)cc1OC	-5	104	12	-0.18	95	97	-14	-4	-3
CCCc1nc(SCC(=O)NCc2ccco2)c2c(=O)n(C)c(=O)n(C)c2n1	14	92	0	nt	89	49	13	-112	-32
O=C(COc1ccc(Cl)cc1Cl)NC1CCSC1=O (stereo not drawn)	-2	92	2	0.15	103	101	11	-20	-27
CCC(=O)Nc1cccc(-c2nnc(SCC(=O)c3ccccc3)n2C)c1	8	98	-3	0.36	nt	76	4	-27	-19
COc1ccc(C(=O)Nn2c(C3CCC3)nc3ccccc3c2=O)c(OC)c1	25	95	-18	-0.08	95	79	-11	-26	3
O=C(CC(c1ccccc1)c1cc(Br)ccc1O)NCc1ccco1 (stereo not drawn)	6	81	4	-2.4	93	76	4	-26	-41
CN1CCN(C(=O)c2cccc(S(=O)(=O)N3CCCCC3)c2)CC1	28	92	3	1.3	97	93	-6	-12	24
CCOC(=O)C1CCCN(Cc2cccc(Cl)c2)C1 (stereo not drawn)	-2	87	2	0.9	102	nt	25	-91	-19
CS(=O)(=O)N(CC(=O)N1CCN(c2ccccc2F)CC1)c1cccc(C(F)(F)F)c1	0	115	-4	-0.71	93	99	-5	20	-27
CCOc1cc(S(=O)(=O)NCc2ccco2)c(OCC)cc1-n1cnnn1	22	91	3	1.5	97	88	-20	-44	-28
O=C(CN1CCN(c2nc(-c3ccccc3)cs2)CC1)Nc1ccc2c(c1)OCO2	4	88	-8	1.4	88	87	4	-132	-7
O=C1OCC2=C1C(c1ccc(F)cc1)Sc1ccccc1N2 (stereo not drawn)	-10	nt	nt	-2.4	nt	nt	-9	13	-7
COc1ccccc1C(=O)NCc1ccc2c(c1)OCO2	nt	108	-3	-0.6	107	111	nt	nt	nt
O=C(COC(=O)c1ccccc1Nc1ccccc1)c1ccccc1	4	nt	nt	-1.3	nt	nt	4	-26	1
CCOCCCNS(=O)(=O)c1ccc(OC)c(Cl)c1Cl	0	97	-2	-0.54	99	90	-6	-37	-27
O=C(C1CCCN1S(=O)(=O)c1cccc2cccnc12)N1CCc2ccccc21 (stereo not drawn)	0	89	11	nt	87	94	-20	16	-6
O=C1CCCC(O)=C1C(C#Cc1ccccc1)C1=C(O)CCCC1=O	nt	76	-6	0.31	81	7.3*	nt	nt	nt
Cc1c(Cc2ccccc2)sc(NC(=O)c2ccco2)c1C(N)=O	-17	94	-8	-2.1	104	87	-10	17	3
O=C(Nc1ccc2oc(-c3ccncc3)nc2c1)c1c(F)c(F)c(F)c(F)c1F	6	112	-22	-0.43	nt	101	-16	-18	-1
CC(=O)c1cc(F)c(N2CCN(C(=O)COc3ccccc3F)CC2)cc1C	14	107	6	-0.17	102	82	8	6	-14
COc1ccccc1CC(=O)N(CCC#N)CCC#N	-5	90	8	0.92	104	95	-4	1	4
Cc1ccc(S(=O)(=O)NCc2ccc(C(=O)N3CCN(c4ccccn4)CC3)cc2)cc1	-1	87	2	-0.13	96	87	4	-18	-5
O=C(NCc1cccc(C(F)(F)F)c1)C1CCN(c2ncccn2)CC1	-13	83	6	-0.13	93	86	-12	-23	-15
C(=N\n1cnnc1)/c1ccc(OC2CSC2)cc1	-9	79	0	-0.19	95	93	-12	nt	0
Cc1cc(C)cc(N(C(=O)c2sc(C)nc2C)C(C(=O)NCc2ccco2)c2ccccc2)c1 (stereo not drawn)	6	nt	nt	-1.4	nt	nt	-15	-8	13
CC1=C(C)C(=O)NC(Nc2nc(C)c3cc(C)cc(C)c3n2)N1 (stereo not drawn)	5	24*	-5	nt	14*	24*	0	-4	14
Cc1c(Cl)cccc1N1C(=O)C2ON(c3ccccc3)C(c3cccnc3)C2C1=O (stereo not drawn)	10	102	-5	-0.65	100	95	-11	-4	-18
CCC(=O)N1CCN(c2ccc(NC(=O)c3ccc(-c4ccccc4)cc3)cc2)CC1	5	81	7[fluorescence artefact?]	nt	103	86	5	-9	6

A portion of the library (hit frequency here may not be typical).
